STK33 kinase inh – inhibitors of purified STK33 kinase, primary screen, biochemical, ADP-Glo luminescence, homogeneous, cell-free; Serine/threonine-protein kinase 33 (Homo sapiens), Q9BYT3; MBP phosphorylation; inhibition, % at 10 µM; actives 0.073% (n = 320,000); AID 2661, 2010;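 active = inhibition at or above 25%, using the most active replicate where run in duplicate; inactive = inhibition below 25%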
Target sequence (Q9BYT3 whole entry, looked up): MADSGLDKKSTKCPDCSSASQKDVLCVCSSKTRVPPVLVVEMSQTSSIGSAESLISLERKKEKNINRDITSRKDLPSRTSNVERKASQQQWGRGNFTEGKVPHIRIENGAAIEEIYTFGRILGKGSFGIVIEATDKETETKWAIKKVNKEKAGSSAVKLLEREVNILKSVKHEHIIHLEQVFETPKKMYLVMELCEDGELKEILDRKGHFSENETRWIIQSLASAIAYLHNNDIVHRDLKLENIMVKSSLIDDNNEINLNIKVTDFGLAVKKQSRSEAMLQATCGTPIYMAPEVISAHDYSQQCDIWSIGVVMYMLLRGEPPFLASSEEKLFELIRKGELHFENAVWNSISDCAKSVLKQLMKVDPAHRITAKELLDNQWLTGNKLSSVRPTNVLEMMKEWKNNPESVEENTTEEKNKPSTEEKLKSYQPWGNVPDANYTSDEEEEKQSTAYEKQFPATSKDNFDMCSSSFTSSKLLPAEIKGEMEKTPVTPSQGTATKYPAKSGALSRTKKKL
OX1R FRET antag – antagonists of human orexin 1 receptor (OX1R). Orexin/Hypocretin receptor type 1 (Homo sapiens), O43613. AID 485270, 2010. actives 1.8% (n = 330,000). OX1R-expressing cells, FRET antagonist read-out. inhibition, % at 6.6 µM; in the data active = inhibition mostly above about 38%, no sharp cut-off; inactive = mostly below about 40%;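 also: 0% = agonist challenge alone and 100% = reference antagonist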
Target sequence (O43613 whole entry, looked up): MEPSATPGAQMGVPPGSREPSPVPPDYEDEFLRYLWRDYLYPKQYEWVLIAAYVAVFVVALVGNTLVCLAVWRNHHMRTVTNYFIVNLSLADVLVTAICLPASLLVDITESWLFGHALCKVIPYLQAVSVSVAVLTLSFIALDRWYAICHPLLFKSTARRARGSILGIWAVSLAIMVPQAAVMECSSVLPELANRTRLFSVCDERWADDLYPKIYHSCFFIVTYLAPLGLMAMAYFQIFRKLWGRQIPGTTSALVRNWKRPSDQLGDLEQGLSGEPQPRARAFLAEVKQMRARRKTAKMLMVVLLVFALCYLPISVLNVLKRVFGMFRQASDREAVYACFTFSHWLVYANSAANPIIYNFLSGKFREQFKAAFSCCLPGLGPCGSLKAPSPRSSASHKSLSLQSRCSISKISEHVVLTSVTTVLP
The depositor's hits bear a star; / = no result given; & = joins results of further samples.

SMILES	STK33 kinase inh	OX1R FRET antag
O=[N+]([O-])c1ccc(-[n+]2nc(-c3ccccc3)nn2-c2ccccc2)cc1	-0.1	81*
OC(COc1cccc(OCC(O)CN2CCOCC2)c1)CN1CCOCC1 (stereo unspecified)	-3.7&-1.0	-2&7
CC(=O)Nc1ccc(S(=O)(=O)NCCCc2ccccc2)cc1	1.1	1
Cc1cc(NC(=O)c2sc(Nc3ccc(F)c(Cl)c3)nc2N)no1	-2.2	26
CCOc1ccc2nc(SCC(=O)Nc3nonc3C)[nH]c2c1	-1.1	23
CC(=O)Nc1ccc2c(c1)CCCC2=O	1.4	22
COCCN1CCN(Cc2cn(C)nc2-c2ccc(Oc3ccccc3)cc2)CC1	-1.1	8
Cc1ccccc1CCN(C(=O)CN1C(=O)c2ccccc2S1(=O)=O)C(C(=O)NCC1CCCO1)c1ccncc1 (stereo unspecified)	-0.4	24
O=c1[nH]nnc2sc3c(c12)CCCC3	0.3	28
CCOC(=O)c1c(C)n(-c2ccc(OC)cc2)c2c(C/C(C)=N/O)c(Br)c(OC)c(O)c12	/	-1
COc1cc(C(=O)N/N=C(\Cc2ncc[nH]2)c2ccccc2)cc(OC)c1OC	-3.4	21
COc1cc(NC(=O)CNC(c2ccccc2)c2ccccc2)cc(OC)c1OC	0.0	3
COc1ccccc1C(=O)Nc1ccc(C(=O)/C=C/c2cccs2)cc1	-1.8	56
O=C(COC(=O)c1ccc([N+](=O)[O-])s1)Nc1ccccc1	/	72*
Cc1cccc(C)c1NC(=O)C1(N2CCN(C(=O)c3ccco3)CC2)CCCCC1	0.7	4
COc1ccc(S(=O)(=O)Nc2nc3ccccc3nc2NCc2ccc3c(c2)OCO3)cc1	0.7	3
COCCNC(=O)Cn1nc(Cc2ccncc2)c2ccccc2c1=O	-0.9	3
CC(Oc1ccc(Cl)cc1Cl)/C(N)=N/O (stereo unspecified)	0.0	7
CSCCC(NC(=O)c1ccccc1)C(=O)OCC(=O)NCc1ccco1 (stereo unspecified)	-1.4	2
CN(C)c1ccc(NC(=O)Nc2cccc(Cl)c2)cc1	-0.2	27
COc1ccc(OC)c(C(=O)c2ccc(C(=O)c3cc(OC)ccc3OC)cc2)c1	2.0	16
Cc1nc(NC(=O)C2CC3CCCC(C2)C3=O)sc1C (stereo unspecified)	-0.6	23
C#CCCCCCCCCC(=O)NCCCC	-1.2	18
CCN1C(=O)C(=O)N(CC(=O)N2CCN(c3ccccc3)CC2)C1=O	-1.9	25
COc1ccccc1NC(=O)Nc1cccc(NC(C)=O)c1	0.8	14
(listing goes on)
SMILES	STK33 kinase inh	OX1R FRET antag
O=C(NCCN1CCN(c2ccc([N+](=O)[O-])cc2)CC1)NCc1ccccc1	0.7	34*
CCN(CC(=O)Nc1ccc(C)c(S(=O)(=O)N(C)C)c1)Cc1ccccc1	0.0	3
COc1ccccc1OCCCn1c(=O)oc2ccc(C)cc21	-0.6	12
NC(=O)c1nc(C2CCCCC2)nc2c1[nH]c(=O)n2-c1ccc(F)cc1	-2.4	1
Cc1cc(Nc2n[nH]c(N)c2C#N)ccc1F	2.3	10
COc1ccc(CC(=O)NC(=S)Nc2ccc(S(N)(=O)=O)cc2)cc1	-1.4	2
Cc1ccc(Nc2c(F)c(F)c(F)c(F)c2C(=O)O)c(C)c1	-2.5	22
Cc1ccc(CS(=O)(=O)CCC(=O)NCc2ccc3c(c2)OCO3)cc1	-0.7	18
O=S(=O)(c1ccc(F)cc1)N1CCN(c2ncnc3c2cnn3-c2ccccc2)CC1	-0.4	15
COc1cc(C2c3sc(=O)[nH]c3SC3C(=O)N(c4ccc(Br)cc4)C(=O)C32)ccc1O (stereo unspecified)	21	7
CCC(=O)Nc1ccc(C(=O)COC(=O)c2nc3nccc(C)n3n2)cc1	0.9	1
Cc1ccc2[nH]c3c(c2c1)CN(C(=O)CN1CC(C)OC(C)C1)CC3 (stereo unspecified)	3.0	12
O=C(Nc1cccc(C(=O)O)c1)/C(=C/c1cccc([N+](=O)[O-])c1)NC(=O)c1cccc(Br)c1	-1.6	51
O=C(c1c(F)cccc1F)N1CCN(S(=O)(=O)c2ccc3c(c2)OCCO3)CC1	-0.5	6
Cc1cc(C)cc(N2CCCn3c2nc2c3c(=O)n(CCN3CCOCC3)c(=O)n2C)c1	0.4	16
NC(=O)NC(CC(=O)NCCCc1ccccc1)c1ccccc1Cl (stereo unspecified)	-1.6	7
Cc1ccc(S(=O)(=O)NCCC(=O)NCc2ccc3c(c2)OCO3)cc1C	-0.5	20
CC(=O)c1ccc(NC(=O)CSc2nc(N)c3cc4c(nc3n2)CCCC4)cc1	-1.6	17
Cc1nc(NC(=O)COC(=O)CCc2nc3ccccc3s2)c(Cl)cc1Cl	1.0	-3
Nc1nc(CN2CCC(Cc3ccccc3)CC2)nc(Nc2ccccc2)n1	0.3	12
Cc1ccc(NC(=S)Nc2cc(C)on2)cc1	-0.4	-4
CCOC(=O)Cn1nc(C)c2c1CCCC2=O	-0.1	22
CCC1C(=O)NCCN1C(=O)CCc1nnc(CCc2ccc(OC)cc2)o1 (stereo unspecified)	0.2	11
C#CCNC(=O)C(C)c1ncc(C(F)(F)F)cc1Cl (stereo unspecified)	1.0	15
CC(NC(=O)Nc1cccc(Cl)c1)C(c1cccs1)N1CCCC1 (stereo unspecified)	-3.2	3

Marked active in OX1R FRET antag (from the list above):
SMILES	STK33 kinase inh	OX1R FRET antag
O=[N+]([O-])c1ccc(-[n+]2nc(-c3ccccc3)nn2-c2ccccc2)cc1	-0.1	81*
O=C(COC(=O)c1ccc([N+](=O)[O-])s1)Nc1ccccc1	/	72*
O=C(NCCN1CCN(c2ccc([N+](=O)[O-])cc2)CC1)NCc1ccccc1	0.7	34*

Returning to the listing with the four entries that preceded the break.
SMILES	STK33 kinase inh	OX1R FRET antag
CCOC(=O)Cn1nc(C)c2c1CCCC2=O	-0.1	22
CCC1C(=O)NCCN1C(=O)CCc1nnc(CCc2ccc(OC)cc2)o1 (stereo unspecified)	0.2	11
C#CCNC(=O)C(C)c1ncc(C(F)(F)F)cc1Cl (stereo unspecified)	1.0	15
CC(NC(=O)Nc1cccc(Cl)c1)C(c1cccs1)N1CCCC1 (stereo unspecified)	-3.2	3
Cc1cc(C)cc(CC2CC(=O)N(c3ccc(Cl)cn3)C2=O)c1 (stereo unspecified)	-0.4	1
O=C(COc1ccc(S(=O)(=O)N2CCCCC2)cc1)NCc1cccnc1	-0.7	2
CC(C)CC(NC(=O)c1ccccc1)C(=O)OCC(=O)Nc1ccc(S(N)(=O)=O)cc1 (stereo unspecified)	-0.6	8
O=c1cnnc(N/N=C/c2ccccn2)[nH]1	2.1	20
CCc1nc2ccccc2n1CC(=O)N1CCN(Cc2ccccc2)CC1	-1.7	4
COc1ccc(NC(C)C(=O)N/N=C/c2ccccc2OCc2ccc(Br)cc2)cc1 (stereo unspecified)	-1.4	20
CCn1c2ccccc2c2nnc(SCC(=O)c3c(N)n(C)c(=O)n(C)c3=O)nc21	-1.6	19
CCN1CCCc2cc(CN(CCN3CCOCC3)C(=S)Nc3cc(F)cc(F)c3)ccc21	0.2	16
CCOC(=O)C1=C(COC(=O)/C=C/c2ccco2)NC(=O)NC1C (stereo unspecified)	0.1	21
CCC1CCCCN1S(=O)(=O)c1ccccc1 (stereo unspecified)	-1.5	7
CCC1(CC)NC(=O)N(CC(=O)Nc2cccc3ccccc23)C1=O	-0.9	4
CC1CCN(C(=O)CN(c2ccc(Cl)c(C(F)(F)F)c2)S(C)(=O)=O)CC1	-3.4	39
CCCNc1nc(Cl)nc(NCc2cccnc2)n1	-1.1	4
Cc1ccccc1NC(=O)COC(=O)C1C2CC3OC(=O)C1C3C2 (stereo unspecified)	-0.3	9
Cc1cc(C)c2cc(CN(Cc3ccco3)C(=S)NCC3CCCO3)c(=O)[nH]c2c1 (stereo unspecified)	0.1	29
COc1ccc(COc2ccsc2C(=O)Nc2ccc(Cl)cc2)cc1	0.4	6
c1ccc(Cc2nnc3sc(-c4ccc5c(c4)OCCO5)nn23)cc1	0.2	20
CCCOc1ccc(CC(=O)N/N=C\c2ccc(F)cc2)cc1	0.1	-4
CCCCCCSc1cc(-c2nc3ccc(Cl)cn3c2NC2CCCCC2)ccc1OC	0.2	27
OCC1=C[C@@H](O)[C@@H]2C=CO[C@@H](O[C@@H]3O[C@H](CO)[C@@H](O)[C@H](O)[C@H]3O)[C@H]12	1.3	-5
O=C(Nc1nc(-c2ccccc2)cs1)c1cccc(S(=O)(=O)N2CCN(Cc3ccccc3)CC2)c1	-2.2	17
CC(C)CNC(=O)COC(=O)c1ccc(Cl)c(S(=O)(=O)N2CCc3ccccc32)c1	-1.0	16
COc1ccccc1C(C)NC(=O)C1CCN(S(=O)(=O)c2cccs2)CC1 (stereo unspecified)	1.4	13
CCc1ccc(NC(=O)CSc2nc3c(c(=O)n(C)c(=O)n3C)n2C)cc1	-0.5	7
Cc1ccc(OCCn2cc(/C=C(\C#N)C(=O)NCC3CCCO3)c3ccccc32)cc1 (stereo unspecified)	-1.1	39
Next part.
SMILES	STK33 kinase inh	OX1R FRET antag
CC(C)(C)OC(=O)N1CC=C2C(C#N)=C(N)C(C#N)(C#N)[C@H](c3cccnc3)[C@H]2C1	0.9	13
COc1ccc(S(=O)(=O)NCc2cccnc2)cc1Br	-1.4	8
O=C(NCCN1CCOCC1)c1ccc2ccccc2c1	0.2	16
CCOC(=O)C1=C(c2ccccc2)Nc2ncnn2C1c1cccc(O)c1 (stereo unspecified)	0.1	2
Cn1c(N)c(C(=O)COC(=O)c2cc(C(F)(F)F)nc3ccccc23)c(=O)n(Cc2ccccc2)c1=O	0.1	31
CCOC(=O)C1=C(C)C(c2ccccc2O)NC(=O)N1 (stereo unspecified)	1.1	8
CN(C)CCNc1nc(-c2ccco2)c2c(c1C#N)CC(C)(C)OC2	-3.5	14
Cc1ccc(Nc2ccc(NCc3ccccc3)nn2)cc1C	-2.4	13
CC1C(=O)N2CCCc3cc(NC(=O)C(=O)NCCc4ccc(F)cc4)cc1c32 (stereo unspecified)	0.3	21
CC(=O)Nc1ccc(NC(=O)CSc2nc3c([nH]c4ccccc43)c(=O)n2-c2ccccc2F)cc1	-0.9	3
Cc1cc2n(n1)C(c1sccc1C)Nc1c(C)cccc1-2 (stereo unspecified)	-0.2	13
CC1(c2ccc(OC(F)F)cc2)NC(=O)N(CC(=O)Nc2ccc(OC(F)F)cc2)C1=O (stereo unspecified)	-0.1	-5
COc1ccc([C@H]2CC(=O)C=C(c3ccc4[nH]ccc4c3)C2)cc1OC	-0.2	15
O=C(CCC1CCCC1)N1CCN(S(=O)(=O)Cc2ccccc2)CC1	/	1
O=C(Nc1ccc(Cc2ccncc2)cc1)c1ccco1	0.8	24
CCN(CC)CCNC(C(=O)Nc1ccc([N+](=O)[O-])cc1Br)c1ccccc1 (stereo unspecified)	-3.7	38
CCCCOC(=O)C1=C(C)NC2(O)c3ccccc3C(=O)C12O (stereo unspecified)	-0.1	-3
CCN(CC(=O)Nc1ccccc1OC)C(=O)C1CC2C=CC1C2 (stereo unspecified)	-1.0	5
COc1ccc(Br)c(C(=O)NCC2CCCCC2)c1	-1.7	-2
COCCCNC(=O)C1CCN(c2nc(C)cc(C)n2)CC1	-0.6	15
O=C1c2cccc3cccc(c23)C(=O)N1CC1CCCO1 (stereo unspecified)	-0.4	19
O=C(Cc1ccccc1)N/N=C/c1ccc(S(=O)(=O)O)o1	6.6	21
Cc1cc(C)c2cc(C(O)c3nnnn3Cc3ccccc3)c(=O)[nH]c2c1 (stereo unspecified)	-1.2	8
CCOc1cc(NC(=O)c2ccccn2)c(OCC)cc1NC(=O)c1ccc(Cl)cc1	-0.7	7
CC(=O)N/N=C(\C)CC(=O)Nc1cccc2c1CCCC2	-1.8	2

The closing 2 records of the part before lead into the next.
SMILES	STK33 kinase inh	OX1R FRET antag
CCOc1cc(NC(=O)c2ccccn2)c(OCC)cc1NC(=O)c1ccc(Cl)cc1	-0.7	7
CC(=O)N/N=C(\C)CC(=O)Nc1cccc2c1CCCC2	-1.8	2
CCOC(=O)C1(CCCc2ccccc2)CCN(C(=O)CCOC)CC1	-2.1	15
O=C(NC1CC1)C1CC(=O)N(c2ccc(F)cc2)C1 (stereo unspecified)	0.1	11
Cc1cc(C(=O)Nc2ccccc2N2CCOCC2)c2ccccc2n1	-0.9	15
CCOC(=O)c1sc(NC(=O)c2ccc(S(=O)(=O)N(C)C)cc2)nc1C	-1.3	20
CCC(=O)NC1(Cc2ccc(O)cc2)CCCCC1	0.2	10
CCc1nc2sc3c(c2c(=O)n1N)CC(C)(C)OC3	1.6	2
CCc1cc2c(SCC(=O)Nc3cc(C)on3)ncnc2s1	0.1	34
COc1ccccc1/C=C/CN1CCN(c2ccccc2)CC1	-0.5	2
O=C(c1cccc(S(=O)(=O)N2CCOCC2)c1)N(CCO)Cc1ccccc1	0.5	20
O=C(Cn1cnc2ccccc21)N1CCc2ccccc21	-2.2	3
CC(=O)Nc1ccc(/C(C)=N/NC(=O)c2ccc(F)cc2)cc1	-0.7	7
O=C(Nc1ncccc1Cl)c1cccc(F)c1	-1.5	-3
COC(=O)[C@@H]1CCCN1Cc1nc(Cc2ccc(OC)c(OC)c2)no1	-1.5	7
CCOC(=O)C(=O)N/N=C/c1cccc(Br)c1	-0.1	10
Cc1ccc(S(=O)(=O)N(CC(=O)Nc2ccccc2C(=O)O)c2ccc(Cl)cc2)cc1	1.0	31
CCNS(=O)(=O)c1ccc(NC(=O)c2cccnc2)cc1	-1.4	7

Ordered by molar mass (highest first): part of the list above.
SMILES	STK33 kinase inh	OX1R FRET antag
CCc1cc2c(SCC(=O)Nc3cc(C)on3)ncnc2s1	0.1	34
CC(=O)Nc1ccc(/C(C)=N/NC(=O)c2ccc(F)cc2)cc1	-0.7	7
O=C(Nc1ncccc1Cl)c1cccc(F)c1	-1.5	-3

Screening results: PubChem, several laboratories
